Yeast life ext – yeast lifespan extension | S. cerevisiae growth with nicotinamide, OD615; deaD strain in restrictive glucose medium | inhibition of the nicotinamide effect, % at 10 µM | 0.68% of 130,000 active | AID 775;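 active = inhibition above a set limit, placed 3 SD over the median of all compounds, cut at about 26% in these data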;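 note: 0% = nicotinamide-treated wells and 100% = cells grown without nicotinamide; some compounds called inactive have numbers as strong as hits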
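Assay system: DeaD-strain S. cerevisiae. Medium: CSMM-D glucose medium, restrictive. Reagent: nicotinamide, 1.5 mM, co-present with compound. Compound: 10 µM single point, 0.25% DMSO. Schedule: culture preincubation 4 h, compound exposure 48 h, both 30 °C. Detection: absorbance at 615 nm.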
Yeast growth inh – reduces growth of yeast BB579 in restrictive medium | S. cerevisiae BB579 growth, OD615, 48 h | inhibition, % at 10 µM | 0.51% of 140,000 active | AID 804;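 active = inhibition above a set limit, 3 SD over the mean compound inhibition, cut at about 44% in these data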; note: inactives centre near -24
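Test system: S. cerevisiae DeaD strain BB579 yeast; Medium: restrictive CSMM-D medium; Compound: one dose, 10 µM compound with 0.25% DMSO; Incubation: 4 h cell preincubation, 48 h compound exposure, 30 °C humidified; Signal: OD at 615 nm; Benchmarks: amphotericin B at 10 µg/mL as positive control.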
E-sel TNF inh – blocks E-selectin expression induced by TNF alpha. HUVEC TNFa-induced E-selectin immunofluorescence, high content. inhibition, % at 2 µM. 0.71% of 120,000 active;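 active = inhibition above the batch mean plus 3 SD, and confirmed as a hit on visual image review, cut at about 43% in these data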;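 note: 0% = TNF-stimulated DMSO wells and 100% = unstimulated control wells; not every result past the cut was called active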
PTEN del growth – PTEN-deleted cell growth suppression | 1.2% of 140,000 active | AID 827 | viability, % at 10 µM | HCT116 PTEN-null viability, CellTiter-Glo, 60 h; hits give low values;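 active = viability at or below a set limit, 4 SD under the median of all tested compounds, cut at about 3.7% in these data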;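 note: PTEN knockout HCT116 line with beta catenin targeted HCT116 as companion control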
bCat KO growth – beta-catenin-lacking colon tumor cell growth suppression; AID 818; 1.5% of 140,000 active; HCT116 beta-catenin knockout viability, CellTiter-Glo, 60 h; hits give low values; viability, % at 10 µM;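 active = viability at or under a set limit, the compound median less 4 SD, cut at about 6% in these data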;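 note: 0% = Hyamine 1622 control at 20 µM and 100% = untreated cell control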
GALR2 blocker – antagonists of human galanin receptor 2 (GALR2) | GALR2-expressing cells, antagonist mode | AID 828 | 0.39% of 140,000 active | O43603 | inhibition, % at 4 µM; in the data active = inhibition above about 27%;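 note: cells stimulated with galanin 1-16 at roughly its EC80; 0% = agonist challenge control and 100% = basal control without agonist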
Target sequence (O43603 whole entry, looked up): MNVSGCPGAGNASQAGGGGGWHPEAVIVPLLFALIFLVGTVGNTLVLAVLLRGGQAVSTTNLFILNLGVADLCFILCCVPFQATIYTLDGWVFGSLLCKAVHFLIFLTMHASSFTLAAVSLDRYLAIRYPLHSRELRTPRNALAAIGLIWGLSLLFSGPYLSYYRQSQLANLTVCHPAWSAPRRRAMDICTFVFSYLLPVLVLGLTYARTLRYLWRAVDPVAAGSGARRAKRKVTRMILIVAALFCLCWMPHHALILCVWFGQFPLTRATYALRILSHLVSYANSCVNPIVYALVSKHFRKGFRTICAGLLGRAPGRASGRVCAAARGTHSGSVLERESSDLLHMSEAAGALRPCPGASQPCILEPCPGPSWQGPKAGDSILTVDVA
NPY-Y2 antag – NPY-Y2 (human) receptor antagonism; inhibition, % at 2.7 µM; P49146; NPY-Y2 expressing cells, antagonist mode; 0.99% of 140,000 active; in the data active = inhibition above about 17%;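 note: 0% = vehicle with agonist challenge and 100% = reference antagonist with challenge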
Target sequence (P49146 whole entry, looked up): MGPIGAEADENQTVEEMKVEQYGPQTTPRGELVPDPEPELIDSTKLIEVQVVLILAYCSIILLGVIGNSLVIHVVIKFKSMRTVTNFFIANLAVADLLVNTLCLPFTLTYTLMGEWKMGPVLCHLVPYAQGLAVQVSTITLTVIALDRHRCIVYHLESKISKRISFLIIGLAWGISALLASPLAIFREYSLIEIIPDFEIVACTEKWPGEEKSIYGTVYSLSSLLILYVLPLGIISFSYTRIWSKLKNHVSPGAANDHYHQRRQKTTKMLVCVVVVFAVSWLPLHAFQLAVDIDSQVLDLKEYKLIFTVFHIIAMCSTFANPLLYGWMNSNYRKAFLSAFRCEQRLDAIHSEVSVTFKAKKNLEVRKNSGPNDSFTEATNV
MRP1 act – MRP-1 activation. H69AR cells + doxorubicin, viability rescue, CellTiter-Glo. viability increase, % at 10 µM. 0.61% of 140,000 active. AID 799;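 active = viability gain under doxorubicin at or above a set limit, the compound median plus 3 SD, cut at about 4.7% in these data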;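 note: MRP-1 overexpressing cells given doxorubicin 25 µM after compound pretreatment; 18-22 h compound pretreatment then 72 h with doxorubicin before readout; 0% = doxorubicin-only wells and 100% = vehicle-treated cells without doxorubicin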
Phagocytosis inh – inhibitors of macrophage phagocytosis. J774A.1 macrophage IgG-bead phagocytosis, imaging. inhibition, % at 5 µM. 0.07% of 110,000 active. AID 1029;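 active = inhibition above the mean of the plate negative controls plus 5 SD, cut at about 13% in these data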;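 note: phagocytic index as fraction of beads internalized from green versus red external bead signal; plate controls were DMSO negative control for no effect and cytochalasin-D positive control for full effect; some results beyond the cut were filed as inactive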
Measles CPE – protection of cells from measles virus; protection (pct of control), % at 4 µM; Measles virus-infected cells, CPE protection, absorbance; 1.5% of 140,000 active; in the data active = protection mostly above about 24%, no sharp cut-off; inactive = mostly below about 26%; note: some compounds called inactive have numbers as strong as hits
Active calls of the source: *; [ ] = another dose, or the depositor's remark.

For CNC(=O)c1snnc1-c1ccccc1 the results were Yeast life ext -10, Yeast growth inh -4, E-sel TNF inh -6, PTEN del growth 91, bCat KO growth 92, GALR2 blocker 9, NPY-Y2 antag -1, MRP1 act 0.3, Phagocytosis inh 0 and Measles CPE 3.
CC1(C)CC(=O)C2=C(C1)OC(c1ccc(O)cc1)C(C#N)=C2N (configuration not stated) was read as Yeast life ext 6, Yeast growth inh 5, PTEN del growth 97, bCat KO growth 81, GALR2 blocker 3, NPY-Y2 antag 0, MRP1 act 0.4, Phagocytosis inh 2 and Measles CPE 8.
Screening COc1ccccc1N(CC(=O)Nc1ccc(S(=O)(=O)N2CCCCC2)cc1)S(C)(=O)=O returned Yeast growth inh -20, E-sel TNF inh 15, PTEN del growth 82, bCat KO growth 97, GALR2 blocker 4, NPY-Y2 antag -1, MRP1 act -3.6 and Measles CPE 65*.
Screening CCNc1nc2c(c(=O)n(Cc3ccccc3)c(=O)n2C)n1Cc1ccccc1 returned Yeast life ext -4, Yeast growth inh -35, E-sel TNF inh 0, PTEN del growth 74, bCat KO growth 86, GALR2 blocker -7, NPY-Y2 antag -2, MRP1 act 1.2, Phagocytosis inh 0 and Measles CPE 23.
Screening Cc1occc1-c1nnc(SCC(=O)c2c(N)n(Cc3ccccc3)c(=O)n(C)c2=O)n1C returned Yeast life ext -11, Yeast growth inh -26, E-sel TNF inh -45, PTEN del growth 111, bCat KO growth 98, GALR2 blocker -6, NPY-Y2 antag 0, MRP1 act 0.8 and Phagocytosis inh -1.
Cc1ccc(OCC2Cn3c(nc4c3c(=O)n(C)c(=O)n4C)O2)cc1 (configuration not stated) was read as Yeast life ext -5, Yeast growth inh -38, E-sel TNF inh -12, PTEN del growth 78, bCat KO growth 84, GALR2 blocker -5, NPY-Y2 antag 1, MRP1 act 2.2, Phagocytosis inh -1 and Measles CPE 3.
For Cc1ccc(NC(=O)COC(=O)c2cc(Cl)ccc2[N+](=O)[O-])cc1 the results were Yeast life ext -4, Yeast growth inh 2, E-sel TNF inh 7, PTEN del growth 100, bCat KO growth 85, GALR2 blocker 3, NPY-Y2 antag 1, MRP1 act 0.8, Phagocytosis inh 24*[artifact] and Measles CPE 22.
O=C(c1cc(-c2cccs2)on1)N1CCN(C(c2ccccc2)c2ccccc2)CC1 was read as Yeast life ext 1, Yeast growth inh -42, E-sel TNF inh 19, PTEN del growth 74, bCat KO growth 84, GALR2 blocker -5, NPY-Y2 antag 1, MRP1 act -1.4, Phagocytosis inh 1 and Measles CPE 17.
Screening Cc1nc(C)c(C(=O)N/N=C/c2cn(C)c3ccccc23)s1 returned Yeast life ext -25, Yeast growth inh -51, PTEN del growth 53, bCat KO growth 63, GALR2 blocker 20, NPY-Y2 antag 2, MRP1 act -2.4, Phagocytosis inh 0 and Measles CPE 4.
Screening CCCCNC(=O)COC(=O)c1cc2c(C)nn(-c3ccccc3)c2s1 returned Yeast life ext -15, Yeast growth inh -49, E-sel TNF inh -59, PTEN del growth 95, bCat KO growth 98, GALR2 blocker 9, NPY-Y2 antag 11, MRP1 act -2.0, Phagocytosis inh 0 and Measles CPE 9.
For Cc1ccc(S(=O)(=O)Oc2ccc(/C=C3\N=C(c4cccc(C)c4)OC3=O)cc2)cc1 the results were Yeast life ext -3, Yeast growth inh -26, PTEN del growth 99, bCat KO growth 94, GALR2 blocker -8, NPY-Y2 antag 3, MRP1 act -2.0, Phagocytosis inh 4 and Measles CPE 11.
Screening Cc1[nH]c2ccccc2c(=O)c1CN(C)Cc1ccccc1 returned Yeast life ext -2, Yeast growth inh -21, E-sel TNF inh 34, PTEN del growth 106, bCat KO growth 102, GALR2 blocker 13, NPY-Y2 antag 0, MRP1 act -2.1, Phagocytosis inh -2 and Measles CPE 2.
Screening Cc1nnc(Sc2nc3ccccc3o2)c2ccccc12 returned Yeast life ext -7, Yeast growth inh 1, E-sel TNF inh 22, PTEN del growth 16, bCat KO growth 18, GALR2 blocker -7, NPY-Y2 antag 3, MRP1 act -5.7, Phagocytosis inh -2 and Measles CPE 26*.
For Cc1ccc(S(=O)(=O)NC(=NCC(=O)O)c2ccc(F)cc2)cc1 the results were Yeast life ext -2, Yeast growth inh -50, E-sel TNF inh 9, PTEN del growth 104, bCat KO growth 113, GALR2 blocker -10, NPY-Y2 antag 1, MRP1 act -0.3, Phagocytosis inh 0 and Measles CPE 4.
Screening CCn1nc(C)cc1Nc1ccccc1 returned Yeast life ext -7, Yeast growth inh -45, E-sel TNF inh 16, PTEN del growth 88, bCat KO growth 95, GALR2 blocker 2, NPY-Y2 antag 1, MRP1 act -3.2, Phagocytosis inh 1 and Measles CPE 27.
COc1ccc(C2/C(=C(/O)c3ccccc3)C(=O)C(=O)N2CC(C)O)c(OC)c1 (configuration not stated) was read as Yeast life ext -10, Yeast growth inh -17, PTEN del growth 104, bCat KO growth 104, GALR2 blocker -7, NPY-Y2 antag 5, MRP1 act -0.6 and Measles CPE 5.
`Cc1ccc(Cl)cc1N1CCN(C(=O)Cc2c(C(=O)O)[nH]c3ccccc23)CC1` gave Yeast life ext -8, Yeast growth inh -18, E-sel TNF inh -2, PTEN del growth 95, bCat KO growth 94, GALR2 blocker 8, NPY-Y2 antag 8, MRP1 act -2.3, Phagocytosis inh -3 and Measles CPE 8.
COc1cc(CN/C(C)=C(\C#N)C(N)=O)cc(OC)c1OC was read as Yeast life ext -7, Yeast growth inh -34, E-sel TNF inh -76, PTEN del growth 81, bCat KO growth 84, GALR2 blocker 11, NPY-Y2 antag 1, MRP1 act -2.6, Phagocytosis inh 0 and Measles CPE 20.
COc1cc2c(cc1NC(=O)CSc1nnc(COc3ccc(Cl)cc3)n1C)oc1ccccc12 was read as Yeast life ext -3, Yeast growth inh -32, PTEN del growth 46, bCat KO growth 61, GALR2 blocker 3, NPY-Y2 antag -2, MRP1 act -1.5 and Measles CPE 5.
`C[C@@H]1NC(=O)[C@H](CCC(N)=O)NC(=O)c2cc([N+](=O)[O-])cc(I)c2NCC[C@@H](C(N)=O)NC1=O` gave Yeast life ext 6, Yeast growth inh -2, E-sel TNF inh -18, PTEN del growth 101, bCat KO growth 96, GALR2 blocker -5, NPY-Y2 antag -1, MRP1 act -1.0 and Measles CPE 16.
For Cc1ccc(C)c(OCC(=O)N2CCN(C(=O)c3ccco3)CC2)c1 the results were Yeast life ext 0, Yeast growth inh -39, PTEN del growth 87, bCat KO growth 90, GALR2 blocker -2, NPY-Y2 antag 0, MRP1 act -2.9, Phagocytosis inh -4 and Measles CPE 11.
For Cc1ccc(-n2ncc3c(NCC4CCCO4)ncnc32)c(C)c1 (configuration not stated) the results were Yeast life ext -8, Yeast growth inh -45, E-sel TNF inh -20, PTEN del growth 102, bCat KO growth 95, GALR2 blocker 9, NPY-Y2 antag 0, MRP1 act -1.6, Phagocytosis inh -2 and Measles CPE 6.
CC(=O)Nc1ccc(S(=O)(=O)NCc2ccc3[nH]c(C)cc3c2)cc1 was read as Yeast life ext -11, Yeast growth inh -17, E-sel TNF inh 6, PTEN del growth 94, bCat KO growth 83, GALR2 blocker -3, NPY-Y2 antag 4, MRP1 act -3.2, Phagocytosis inh 0 and Measles CPE 3.
Screening CC(=O)Nc1ccc(N2C(C(C)=O)=NN(c3ccc(Cl)cc3)C2c2sccc2C)cc1 (configuration not stated) returned Yeast growth inh -22, E-sel TNF inh 2, PTEN del growth 90, bCat KO growth 85, GALR2 blocker -8, NPY-Y2 antag 0, MRP1 act -8.2 and Measles CPE 7.
CCOC(=O)C1=C(O)/C(=C\c2sccc2C)N=C1C was read as Yeast life ext 2, Yeast growth inh -14, PTEN del growth 103, bCat KO growth 95, GALR2 blocker 2, NPY-Y2 antag 2, MRP1 act -1.8, Phagocytosis inh -3 and Measles CPE 2.
`COc1ccc(-c2[nH]ncc2-c2ccc3c(c2)OCCO3)c(O)c1` gave Yeast life ext -20, Yeast growth inh -10, E-sel TNF inh -15, PTEN del growth 80, bCat KO growth 86, GALR2 blocker 5, NPY-Y2 antag 13, MRP1 act -6.1, Phagocytosis inh 1 and Measles CPE 6.
`CCCc1cc(=O)[nH]c(SCc2cccc(C)c2)n1` gave Yeast life ext -2, Yeast growth inh -23, E-sel TNF inh -52, PTEN del growth 87, bCat KO growth 105, GALR2 blocker -3, NPY-Y2 antag 7, MRP1 act -0.2, Phagocytosis inh 0 and Measles CPE 3.
`Cc1nnc(SCC(=O)NC(C)c2ccccc2)[nH]c1=O` (configuration not stated) gave Yeast life ext 5, Yeast growth inh -27, E-sel TNF inh 11, PTEN del growth 106, bCat KO growth 92, GALR2 blocker 10, NPY-Y2 antag 1, MRP1 act -0.8, Phagocytosis inh -2 and Measles CPE 32.
CCCOc1ccc2oc(=O)c3c(c2c1)CCCN3C(=O)CN(C)Cc1ccccc1 was read as Yeast life ext -32, Yeast growth inh 6, E-sel TNF inh -74, PTEN del growth 41, bCat KO growth 56, GALR2 blocker 1, NPY-Y2 antag 5, MRP1 act -2.7, Phagocytosis inh -1 and Measles CPE 6.
Cc1ccc2nc(NC(=O)c3ccc(NS(=O)(=O)c4cccs4)cc3)sc2c1 was read as Yeast life ext -6, Yeast growth inh -11, PTEN del growth 71, bCat KO growth 74, GALR2 blocker -10, NPY-Y2 antag -2, MRP1 act 0.7, Phagocytosis inh -5 and Measles CPE 10.
For COc1ccc(CCNC(=O)Cc2nn(C)c(=O)c3ccccc23)cc1OC the results were Yeast life ext -11, Yeast growth inh -30, E-sel TNF inh 1, PTEN del growth 101, bCat KO growth 101, GALR2 blocker -3, NPY-Y2 antag 1, MRP1 act 0.4, Phagocytosis inh -1 and Measles CPE 28.
CCCc1nn(C)c(C(=O)Nc2ccc3ccccc3c2)c1Cl was read as Yeast life ext 0, Yeast growth inh -28, PTEN del growth 83, bCat KO growth 86, GALR2 blocker 0, NPY-Y2 antag 12, MRP1 act -0.5, Phagocytosis inh -2 and Measles CPE 18.

Three successive entries from above, for reference:
Cc1ccc2nc(NC(=O)c3ccc(NS(=O)(=O)c4cccs4)cc3)sc2c1 was read as Yeast life ext -6, Yeast growth inh -11, PTEN del growth 71, bCat KO growth 74, GALR2 blocker -10, NPY-Y2 antag -2, MRP1 act 0.7, Phagocytosis inh -5 and Measles CPE 10.
For COc1ccc(CCNC(=O)Cc2nn(C)c(=O)c3ccccc23)cc1OC the results were Yeast life ext -11, Yeast growth inh -30, E-sel TNF inh 1, PTEN del growth 101, bCat KO growth 101, GALR2 blocker -3, NPY-Y2 antag 1, MRP1 act 0.4, Phagocytosis inh -1 and Measles CPE 28.
CCCc1nn(C)c(C(=O)Nc2ccc3ccccc3c2)c1Cl was read as Yeast life ext 0, Yeast growth inh -28, PTEN del growth 83, bCat KO growth 86, GALR2 blocker 0, NPY-Y2 antag 12, MRP1 act -0.5, Phagocytosis inh -2 and Measles CPE 18.

Assay outcomes from PubChem.

No enrichment for hits; about 6.1% have a hit in one of these screens.
